Integrin act MD: qHTS for Activators of Integrin-Mediated Alleviation for Muscular Dystrophy; alpha7betagal myoblasts, beta-gal FDG fluorescence, 48 h; Potency, µM (doses to about 38.3 µM), for inactives: at the top dose activation, actives largely listed as activators; actives 0.064% (n = 350,000); AID 624291, 2012;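 further: potency means the concentration at half of the fitted maximal effect; 100% = response of the positive control SU9516; nearly all actives have a fitted effect of over 60% in size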
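Alpha7betagal+/- myoblasts (passage 13) were plated 16-24 hr, then exposed to compounds (1:260 dilution of DMSO stock) for 48 hours at 37C. After MPER lysis, β-galactosidase reporter activity was read as FDG fluorescence (ex 480/em 540) after 30 minutes.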
p53 reactivation: qHTS assay for re-activators of p53 using a Luc reporter | AID 504706, 2011 | H1299 p53-A138V BP100-luciferase reporter, luminescence, 24 h | actives 0.063% (n = 320,000) | Potency, µM (highest dose often 92.2 µM), inactives show top-dose activity change, positive = activation, usual class: activators; further: potency means the concentration at half of the fitted maximal effect; % of control where 0% means no effect; nearly all actives have a fitted effect of over 45% in size
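H1299 (p53-null), stable ts p53-A138V + BP100-Luc; 1000 cells/well, Opti-MEM/10% FBS; cpd 4 pt, 1:5; 24 h, 37 deg C, 5% CO2; detection reagent 10 min RT; luminescence.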
CXXC DNA block: qHTS Fluorescence Polarization Assay for Inhibitors of MLL CXXC domain - DNA interaction; MLL-CXXC / FITC-HOXA9 DNA fluorescence polarization; Potency, µM (highest dose often 115 µM), for inactives: top-dose activity change, negative = inhibition, hits mostly inhibitors; actives 0.037% (n = 290,000); AID 2662, 2010; active means well fitted inhibition curve with a large enough effect in the polarisation, with a control signal flat, not every such curve was filed as active; inconclusive means small, poorly fitted or top-dose-only effect, or effect the other way, or a change in a side signal; inactive means no such curve, though single readings can be large or run the other way; the % refers to the polarisation; further: potency means the concentration at half of the fitted maximal effect
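Steps: dispense CXXC domain solution (7 uM) → pin compounds or unlabeled HOX-A9 DNA control → 5 min ambient → add FLSN-HOX-A9 solution (50 nM) → spin → 30 min ambient → fluorescence polarization. Tris pH 7.5/NaCl/DTT/BSA buffer.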
ELG1 DNA repair: qHTS screen for small molecules that inhibit ELG1-dependent DNA repair in human embryonic kidney (HEK293T) cells expressing luciferase-tagged ELG1; HEK293T ELG1-luciferase reporter, luminescence, 16 h; DNA damage induced by 5-fluorouridine; Potency, µM (highest dose often 46.1 µM), without a hit: at the top dose activity change, negative = inhibition, hits mostly inhibitors; actives 2.3% (n = 330,000); AID 504467, 2011; further: potency means the concentration at half of the fitted maximal effect; on the % scale 0 is the no-effect control and ±100 the full control effect; nearly all actives have a fitted effect of over 55% in size
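Reporter activity after DNA damage by 5-fluorouridine is monitored. Compound-treated cells incubate 16 hr at 37 °C, then ONE-Glo is added for 30 min before luminescence reading.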
BRCA1 expr up: qHTS Assay to Identify Small Molecule Activators of BRCA1 Expression; MCF7-BRCA1-FFLuc reporter, luminescence, 48 h; response scale: scaled: vehicle 0%, 10 µM genistein 100%; Potency, µM (series often up to 46.1 µM), without a hit: at the highest dose activation, usual class: activators; actives 1.1% (n = 380,000); AID 624202, 2012; further: potency means the concentration at half of the fitted maximal effect; nearly all actives have a fitted effect of over 80% in size; some results filed as inactive show a strong effect at the top dose
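Using MCF7 cells harboring a BRCA1 firefly luciferase reporter, plated 2 h before compound pinning, the screen measured luminescence after 48 h incubation. Responses were normalized to DMSO and 10 microM genistein, then fitted for concentration-effect.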
TCR activator: Activators of T cell receptors: qHTS campaign | primary human leukocytes, anti-CD3, IL-2 HTRF, 48 h | Potency, µM (doses to about 9.22 µM), for inactives: at the highest dose activation of IL-2 secretion, hits mostly activators | 330,000 tested, under 10 active | AID 504894, 2011; further: % of control where 0% means no effect
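Primary human leukocytes receive a-CD3 beads and test compound and are incubated 48 hr. Secreted IL-2 is then assayed by HTRF, measuring 665nm acceptor emission after 320nm excitation of the europium donor.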
PTAP TSG101 blk: qHTS Assay for Iinhibitors of HIV-1 Budding by Blocking the Interaction of PTAP/TSG101. AID 493005, 2010. Potency, µM (series often up to 115 µM), without a hit: top-dose activity change, negative = inhibition, usual class: inhibitors. Fluorescence polarization, FITC-PTAP peptide / Tsg101 binding. 340,000 tested, under 10 active; active means well fitted inhibition curve with a large enough effect in the main read-out, with a control signal flat, not every such curve was filed as active; inconclusive means small, poorly fitted or top-dose-only effect, or effect the other way, or a change in a side signal; inactive means no such curve, though single readings can be large or run the other way; further: potency means the concentration at half of the fitted maximal effect; % of control where 0% means no effect
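Fluorescence polarization binding of Tsg101 binding domain (10 uM final) to FITC-labeled PTAP peptide (50 nM final) in HEPES pH 7.5 buffer with NaCl, Tween 20, EDTA, TCEP. Compounds added before peptide; binding 20 min at RT.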
A-T KAP1 phos: qHTS Assay for Identifying a Potential Treatment of Ataxia-Telangiectasia. […] A-T fibroblasts, KAP-1 phosphorylation AlphaLISA; neocarzinostatin DNA damage 30 min before lysis. Potency, µM (top dose mostly 57.5 µM), for inactives: top-dose activation, usual class: activators. actives 0.19% (n = 320,000). AID 485349, 2010; further: potency means the concentration at half of the fitted maximal effect; % of control where 0% means no effect; nearly all actives have a fitted effect of over 45% in size
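hTERT-immortalized A-T patient fibroblasts ([…]), 500 cells/well in OPTI-MEM, 1% FBS, got compounds for 60 min, then NCS for 30 min at 37C. Lysates were then assayed for phospho-KAP-1 by AlphaLISA (anti-pKAP1 donor, anti-KAP1 acceptor beads), 6 hr at 25C.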
B2AR arrestin: qHTS assay of beta-arrestin-biased ligands of beta2-adrenergic receptor. beta-arrestin recruitment to beta2AR, cell-based reporter. Potency, µM (top dose mostly 46.1 µM), for the others: at the highest dose activation, most hits filed as activators. actives 0.02% (n = 330,000). AID 492947, 2010;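 further: potency means the concentration at half of the fitted maximal effect; 0% = DMSO controls and full agonism = EC100 isoproterenol or metaproterenol; nearly all actives have a fitted effect of over 65% in size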
TRPV1 agonist: HTS Assay for Compounds that Act as Agonists of the Vanilloid Receptor 1; Transient receptor potential cation channel subfamily V member 1 (Homo sapiens), Q8NER1; TRPV1-expressing cells, Fluo-8 calcium influx, agonist mode; activation, % at 8.33 µM; actives 0.19% (n = 320,000); in the data active means activation above about 80%; inconclusive means between about 30% and that limit; further: 0% is about no effect
Target sequence (Q8NER1 whole entry, looked up): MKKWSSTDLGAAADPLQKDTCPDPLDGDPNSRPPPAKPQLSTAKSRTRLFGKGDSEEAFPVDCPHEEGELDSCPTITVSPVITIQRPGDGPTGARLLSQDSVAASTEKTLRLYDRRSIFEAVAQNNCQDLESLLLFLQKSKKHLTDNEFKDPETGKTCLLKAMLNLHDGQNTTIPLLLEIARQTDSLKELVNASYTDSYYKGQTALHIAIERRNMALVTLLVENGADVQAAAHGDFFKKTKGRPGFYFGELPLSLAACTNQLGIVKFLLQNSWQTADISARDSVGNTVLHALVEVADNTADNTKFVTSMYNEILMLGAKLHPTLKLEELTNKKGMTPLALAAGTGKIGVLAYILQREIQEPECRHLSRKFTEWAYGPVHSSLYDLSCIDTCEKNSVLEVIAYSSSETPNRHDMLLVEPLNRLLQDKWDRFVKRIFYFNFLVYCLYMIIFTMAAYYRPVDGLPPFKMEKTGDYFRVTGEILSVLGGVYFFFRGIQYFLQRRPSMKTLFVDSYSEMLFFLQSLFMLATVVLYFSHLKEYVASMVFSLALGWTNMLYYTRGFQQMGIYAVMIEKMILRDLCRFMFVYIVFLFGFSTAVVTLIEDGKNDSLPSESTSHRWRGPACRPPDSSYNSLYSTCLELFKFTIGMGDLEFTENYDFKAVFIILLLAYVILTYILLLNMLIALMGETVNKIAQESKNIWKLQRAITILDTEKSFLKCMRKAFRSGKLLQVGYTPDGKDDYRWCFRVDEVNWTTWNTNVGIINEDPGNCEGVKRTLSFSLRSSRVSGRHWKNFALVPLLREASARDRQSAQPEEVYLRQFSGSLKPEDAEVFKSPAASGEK
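Fluo-8 calcium influx in TRPV1-expressing cells, kinetic read (ex 480/em 520 nm). Compound added and read 3 min for agonist activity, followed by capsaicin at EC20 final and 2 min further read for enhancement.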
The depositor's hits bear a star; u = inconclusive; x = not tested or not shown; [ ] = remark or other dose. Unless noted, the call rests on the fitted dose curve; in most records, active means well fitted curve in the direction sought with a large enough effect; inconclusive means small, poorly fitted or top-dose-only effect, or another doubt; inactive means no such curve, though single readings can be large; an effect the other way counts as inactive or inconclusive.

SMILES | Integrin act MD | p53 reactivation | CXXC DNA block | ELG1 DNA repair | BRCA1 expr up | TCR activator | PTAP TSG101 blk | A-T KAP1 phos | B2AR arrestin | TRPV1 agonist
COc1ccc(/C=C2\CN(Cc3ccccc3)C/C(=C\c3ccc(OC)cc3)C2=O)cc1 | -47.8%[inhibitor] | 3.6% | u | u | -92.3% | 2.1% | -0.4% | 0.7% | 0.0% | 13.7
CC1CCN(CC(=O)Nc2ccc3c(c2)OCO3)CC1 | -1.6% | u | x | u | 49.1% | -7.1% | -4.3% | -2.3% | 0.5% | 9.7
O=C(CN(CC1CCCO1)C(=O)CNS(=O)(=O)c1ccc(F)cc1)NCC1CCCO1 (configuration not stated) | -2.5% | -0.6% | -1.7% | 16.3% | -33.5% | 2.6% | -0.2% | -6.9% | -0.3% | -2.8
COc1ccc(C(CC(=O)NCC(OC)OC)NS(=O)(=O)c2ccc(Cl)cc2)cc1 (configuration not stated) | 10.3% | -1.5% | 15.3% | 5.4% | -11.8% | 1.1% | 0.2% | 2.0% | 0.1% | -3.4
COc1ccc(C(CC(=O)NCc2ccccc2)Sc2n[nH]c(-c3ccccc3)n2)cc1 (configuration not stated) | -15.3% | -7.9% | 15.8% | 25.0% | -9.6% | -7.3%[46.1 µM] | -0.3% | 5.5% | 0.1% | 8.9
Cc1ccc(OCc2cc(C(=O)N3CCCC3)no2)cn1 | -37.7% | -4.0% | 9.1% | u | u | 5.1% | -6.9% | 3.4% | 0.2% | -5.5
COc1ccc(-n2c(O)c(C=Nc3ccccc3)c3ccccc3c2=O)cc1OC | -30.2% | -2.5% | -5.2% | -12.3% | -19.1% | -6.3% | 0.1% | 4.3% | -0.3% | -0.5
Cc1cccc(OCC(=O)NCc2nnc3ccc(C(F)(F)F)cn23)c1C | -35.8% | 0.6% | x | 13.6% | 11.9% | -2.4% | -2.7% | -3.4% | 0.2% | 1.7
COc1ccc(CNC(=O)c2nccnc2CO)cc1 | 10.6% | 4.1% | 2.3% | 3.8% | -13.0% | 4.5% | 0.5% | -14.3% | 0.2% | -1.6
Cc1ccc(C)c(NC(=S)NNC(=O)c2csc(C)c2C)c1 | -1.2% | 10.2% | 5.4% | 0.6% | 10.2% | 2.3%[46.1 µM] | -7.1% | 9.3% | -0.3% | -1.8
COc1ccc(OCC(O)CN2CCN(CC(O)COc3ccc(OC)cc3)CC2)cc1 (configuration not stated) | -30.0% | 6.1% | 1.0% | -16.5% | -21.1% | -0.2% | -0.8% | 8.0% | -0.6% | 1.6
CC(=O)Oc1ccc(/C=N/NC(=S)Nc2ccccc2)cc1 | -2.9% | u | 0.0% | u | 11.2µM* | -4.2%[46.1 µM] | -1.3% | 3.4% | 0.0% | -1.0
CCOc1cc(CNCCN(C)C)c(Cl)cc1OCC(=O)NCCc1ccccc1 | -7.3% | -2.6% | -2.4% | 2.0% | -6.7% | -6.7% | -2.9% | -1.3% | -0.3% | -1.9
CCS(=O)(=O)N1CCC(C(=O)NCCc2ccc(C)cc2)CC1 | -28.0% | -0.6% | -3.0% | 15.4% | -1.5% | 3.1% | -6.9% | x | 1.2% | 0.0
Cc1c(NS(C)(=O)=O)c(=O)n(-c2ccccc2)n1C | 0.0% | -4.7% | 8.8% | -9.3% | 8.6% | -0.1% | -2.8% | -2.9% | -0.1% | 0.6

Pulled by structure from above:
SMILES | Integrin act MD | p53 reactivation | CXXC DNA block | ELG1 DNA repair | BRCA1 expr up | TCR activator | PTAP TSG101 blk | A-T KAP1 phos | B2AR arrestin | TRPV1 agonist
COc1ccc(/C=C2\CN(Cc3ccccc3)C/C(=C\c3ccc(OC)cc3)C2=O)cc1 | -47.8%[inhibitor] | 3.6% | u | u | -92.3% | 2.1% | -0.4% | 0.7% | 0.0% | 13.7
CCOc1cc(CNCCN(C)C)c(Cl)cc1OCC(=O)NCCc1ccccc1 | -7.3% | -2.6% | -2.4% | 2.0% | -6.7% | -6.7% | -2.9% | -1.3% | -0.3% | -1.9
CC(=O)Oc1ccc(/C=N/NC(=S)Nc2ccccc2)cc1 | -2.9% | u | 0.0% | u | 11.2µM* | -4.2%[46.1 µM] | -1.3% | 3.4% | 0.0% | -1.0

Continuation:
SMILES | Integrin act MD | p53 reactivation | CXXC DNA block | ELG1 DNA repair | BRCA1 expr up | TCR activator | PTAP TSG101 blk | A-T KAP1 phos | B2AR arrestin | TRPV1 agonist
O=C(Nc1ccccc1)C1CCCN(C(=O)c2ccc(Cl)cc2)C1 (configuration not stated) | -16.9% | -0.9% | -0.1% | u | -10.9% | -1.4% | 1.7% | -1.6% | -0.1% | u
C=CCn1c(SCC(=O)Nc2cc(NC(C)=O)ccc2OC)nnc1-c1cccnc1 | 10.0% | -1.5% | 9.6% | -8.7% | -0.4% | 4.3% | -3.6% | x | -0.4% | -6.8
O=C(Nc1ccc(-c2nc3cccnc3s2)cc1)c1cccnc1Cl | 10.2% | 19.3% | -1.6% | u | u | -24.0% | -4.5% | 14.1µM* | 0.3% | 4.0
Cc1cccc2cc(COC(=O)c3ccccn3)c(=O)[nH]c12 | -20.1% | -2.8% | -0.6% | 4.5% | -17.1% | 2.0% | -5.0% | -2.7% | 0.1% | -1.8
CCOc1c(Br)cc(/C=N\NC(=O)c2ccccc2)cc1OC | u | 13.5% | 10.8% | u | 22.6% | 7.6%[46.1 µM] | -2.6% | -2.5% | -1.1% | u
O=C(NCCc1ccc(Cl)cc1)c1ccc(CNc2c(N3CCOCC3)c(=O)c2=O)cc1 | -21.3% | -4.4% | 3.2% | -6.1% | 28.5% | -3.2% | -3.9% | 6.9% | -0.9% | 9.6
COc1ccc(C2CC(C(F)(F)F)n3nc(C(=O)Nc4ccc5c(c4)OCO5)cc3N2)cc1 (configuration not stated) | 21.4% | -3.0% | -1.6% | 23.1µM* | -33.9% | 4.2% | -3.7% | 1.9% | 0.2% | -4.0
NNC(=O)C(Cc1c[nH]c2ccccc12)NC(=O)c1ccccc1 (configuration not stated) | -67.2%[inhibitor] | -4.4% | -8.1% | 1.9% | -10.1% | -1.2% | -0.4% | -3.3% | 0.0% | -4.3
CCCCCCCN1C(Nc2ccccc2)=NC[C@@H]1Cc1ccccc1 | -39.2%[inhibitor] | 4.7% | 38.0%[activator] | -23.1% | -40.8% | -0.8% | -1.9% | -13.4% | 0.1% | -1.4
CN(C(=O)Nc1ccc(Cl)cc1)c1c2c(nn1C)CCCC2 | 4.3% | -16.9% | 3.8% | 9.1% | -29.8% | -2.9% | -1.3% | 0.4% | -0.5% | -3.3
COC(=O)C1C(=O)C2=C(CC1C)NC(=O)CC2c1ccc(O)c(OC)c1 (configuration not stated) | -8.5% | 1.7% | 5.8% | 0.7% | -5.8% | -26.2% | -0.8% | 0.3% | -0.1% | -0.8
C=CC[C@H](CC(=O)N[C@H](CO)Cc1ccccc1)C(=O)N[C@@H](COC(=O)[C@@H](CC=C)CC(=O)OC(C)(C)C)Cc1c[nH]c2ccccc12 | -42.1% | 11.5% | x | u | -73.3% | 6.6% | 2.9% | 3.4% | 0.6% | x
COc1cc2ncnc(NCc3ccccc3F)c2cc1OC | u | -3.3% | -1.6% | -16.5% | -22.4% | -4.6% | -5.9% | 3.5% | 0.5% | -2.8
Cc1ccccc1OCc1nc2ccc(S(=O)(=O)N3CCOCC3)cc2[nH]1 | -3.2% | -2.5% | -1.0% | u | -30.2% | 2.9% | -5.1% | x | 0.1% | u
O=C1CC(c2ccsc2)c2cc3c(cc2N1)OCCO3 (configuration not stated) | -30.7% | -13.3% | 2.7% | -20.6% | -20.4% | 1.1% | 4.0% | -1.9% | -0.3% | 2.0
S=C(NCc1ccccc1)Nc1ccc(Cl)cc1 | 9.2% | 2.1% | 7.1% | -4.5% | 19.4% | 2.0% | -0.8% | 2.7% | -0.1% | u
CC1CCc2sc3c(c2C1)c1ncnn1c(=O)n3CC(=O)c1ccc(Br)cc1 (configuration not stated) | 5.5% | x | x | x | -8.5% | 2.8% | -0.1% | x | x | x
OCC[C@@H]1C[C@@H](O)[C@H](O)[C@@]2(Cc3ccccc3O2)O1 | 7.9% | x | 0.8% | 12.5% | 2.2% | 2.8% | -2.7% | -6.9% | 4.3% | -0.5
CCCCN(C)C(=O)c1oc2ccc(S(=O)(=O)N3CCCCCC3)cc2c1C | -21.2% | 15.8% | 0.2% | u | -92.9% | x | x | 6.8% | 0.3% | 25.1
CC(=NN1CC(=O)NC1=O)c1ccc([N+](=O)[O-])o1 | -51.4%[inhibitor] | x | x | x | -26.5% | -4.2% | 2.2% | x | x | x

Screening results as filed in PubChem BioAssay.
